BRCA1 expr act – increases BRCA1 expression | MCF7-BRCA1-FFLuc reporter, luminescence, 48 h; response scale: scaled: vehicle 0%, 10 µM genistein 100% | Potency, µM (series often up to 46.1 µM), inactives show top-dose activation, hits mostly activators | hit rate 1.1% among 380,000 | AID 624202; also: nearly all actives have a fitted effect of over 80% in size; some results filed as inactive show a strong effect at the top dose
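Luminescence from a BRCA1-driven firefly luciferase in MCF7 cells was the read-out, taken 15 min after substrate addition following 48 h compound exposure at 37 °C. Data were normalized to a 10 microM genistein control and DMSO vehicle.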
uPA generation – inhibitors of cell surface uPA generation; cell surface uPA generation assay, qHTS; AID 540303; hit rate 0.31% among 330,000; Potency, µM (highest dose often 38.3 µM), for the others: top-dose activity change, negative = inhibition, actives largely listed as inhibitors; active = well fitted inhibition curve with a large enough effect; inconclusive = small, poorly fitted or top-dose-only effect; inactive = no such curve, though single readings can be large or run the other way; tested in mouse RAW 264.7 cells; also: % is scaled to controls: 0 for no effect and ±100 for the full control effect; nearly all actives have a fitted effect of over 55% in size
Rab9 prom act – activators of Rab9 promoter | AID 485297 | Huh7 Rab9 promoter-luciferase reporter, luminescence, 24 h | Potency, µM (series often up to 9.22 µM), for the others: at the top dose activation, negative = inhibition, hits mostly activators | hit rate 2.8% among 320,000; also: % of control where 0% means no effect; nearly all actives have a fitted effect of over 60% in size
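Cells were plated at 1500 per well in reduced-serum medium with 10% FBS and left 2 h. Compound in DMSO was then added for 24 h at 37 °C. Reporter signal was read by luminescence after 10 min with luciferase detection reagent.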
MBNL1 CUG block – blocks human MBNL1 binding to CUG repeat RNA; TR-FRET MBNL1-His/biotin-(CUG)12 binding, 665/545 ratio; AID 2675; Q9NR56; hit rate 0.036% among 280,000; Potency, µM (doses to about 57.5 µM), without a hit: at the top dose activity change, negative = inhibition, actives largely listed as inhibitors; active = well fitted inhibition curve with a large enough effect in the signal ratio, with a control signal flat, not every such curve was filed as active; inconclusive = small, poorly fitted or top-dose-only effect, or effect the other way, or a change in a side signal; inactive = no such curve, though single readings can be large or run the other way; the % refers to the signal ratio; also: % is scaled to controls: 0 for no effect and ±100 for the full control effect
Target sequence (Q9NR56 whole entry, looked up): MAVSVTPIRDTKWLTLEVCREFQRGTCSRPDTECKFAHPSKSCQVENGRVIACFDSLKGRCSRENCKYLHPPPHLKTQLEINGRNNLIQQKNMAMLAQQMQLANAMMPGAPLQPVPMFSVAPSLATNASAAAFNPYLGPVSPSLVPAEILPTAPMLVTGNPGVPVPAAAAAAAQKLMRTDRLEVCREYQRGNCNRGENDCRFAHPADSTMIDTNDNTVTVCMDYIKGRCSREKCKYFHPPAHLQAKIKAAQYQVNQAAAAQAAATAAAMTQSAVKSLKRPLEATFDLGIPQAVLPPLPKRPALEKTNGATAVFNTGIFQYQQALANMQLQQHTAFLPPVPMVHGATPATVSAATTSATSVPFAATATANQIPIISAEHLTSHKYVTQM
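Compounds (final 92 nM to 58 uM) are added to His-tagged MBNL1 and biotin-(CUG)12, then terbium anti-His antibody and streptavidin-XL665 (5 nM final). After 60 min at room temperature, the 665/545 nm ratio is read.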
RORg inh – ROR gamma (mouse) transcription inhibition | P51450 | Drosophila S2 Gal4-RORgamma UAS-luciferase reporter, 20 h | Potency, µM (series often up to 53.6 µM), inactives show at the highest dose activity change, negative = inhibition, usual class: inhibitors | hit rate 5.4% among 310,000; also: % is scaled to controls: 0 for no effect and ±100 for the full control effect; nearly all actives have a fitted effect of over 60% in size
Target sequence (P51450 whole entry, looked up, the tested form may be a part): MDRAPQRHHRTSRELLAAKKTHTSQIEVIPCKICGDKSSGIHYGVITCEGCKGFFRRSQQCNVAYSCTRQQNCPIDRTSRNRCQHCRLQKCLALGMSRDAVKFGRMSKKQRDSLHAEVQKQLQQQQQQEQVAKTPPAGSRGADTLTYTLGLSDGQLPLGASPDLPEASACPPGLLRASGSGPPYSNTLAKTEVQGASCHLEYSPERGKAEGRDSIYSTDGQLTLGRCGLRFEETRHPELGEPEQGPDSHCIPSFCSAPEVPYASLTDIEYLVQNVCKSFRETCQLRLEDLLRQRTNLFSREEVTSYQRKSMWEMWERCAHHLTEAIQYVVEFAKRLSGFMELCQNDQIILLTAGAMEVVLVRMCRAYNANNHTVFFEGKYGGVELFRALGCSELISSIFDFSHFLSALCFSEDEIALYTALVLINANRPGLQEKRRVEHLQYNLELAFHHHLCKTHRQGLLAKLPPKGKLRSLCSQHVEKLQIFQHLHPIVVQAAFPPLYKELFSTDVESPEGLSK
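Read-out: Photinus luciferase luminescence; inhibitors lower reporter signal. Insect Schneider cells with Gal4-ROR gamma fusion under metallothionein promoter, UAS reporter; 700 uM final copper sulfate induction, 20 hr, ambient temperature.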
MLL CXXC-DNA inh – blocks binding of human MLL CXXC domain to DNA; Potency, µM (doses to about 115 µM), for the others: top-dose activity change, negative = inhibition, hits mostly inhibitors; hit rate 0.037% among 290,000; MLL-CXXC / FITC-HOXA9 DNA fluorescence polarization; active = well fitted inhibition curve with a large enough effect in the polarisation, with a control signal flat, not every such curve was filed as active; inconclusive = small, poorly fitted or top-dose-only effect, or effect the other way, or a change in a side signal; inactive = no such curve, though single readings can be large or run the other way; the % refers to the polarisation
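Fluorescence polarization: 7 uM MLL-CXXC (stock) preincubated 5 min with compounds, then 50 nM fluorescein-HOX-A9 DNA (stock) added; 30 min ambient. Buffer 50 mM Tris-HCl pH 7.5, 50 mM NaCl, 1 mM DTT, 0.05% BSA.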
p53 reactivation – re-activators of mutant p53 | hit rate 0.063% among 320,000 | H1299 p53-A138V BP100-luciferase reporter, luminescence, 24 h | Potency, µM (top dose mostly 92.2 µM), inactives show at the top dose activity change, positive = activation, actives largely listed as activators; also: % of control where 0% means no effect; nearly all actives have a fitted effect of over 45% in size
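p53-null H1299 cells stably carrying temperature-sensitive p53-A138V and a BP100-luciferase reporter were pinned with compounds (4-point, 1:5 series) and held 24 hrs at 37 deg C. Luminescence was read 10 min after detection reagent.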
VP16 counter – inhibits Gal4-VP16 luciferase reporter, ROR gamma counter-screen; AID 2546; hit rate 3.5% among 310,000; Potency, µM (series often up to 53.6 µM), without a hit: top-dose activity, negative = inhibition, hits mostly inhibitors; Drosophila S2 Gal4-VP16 UAS-luciferase, luminescence, 20 h;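 also: Gal4-VP16 expression switched on by copper sulfate through the metallothionein promoter; % is scaled to controls: 0 for no effect and ±100 for the full control effect; nearly all actives have a fitted effect of over 50% in size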
NPC1 promoter act – activates the NPC1 promoter. Huh7 NPC1 promoter luciferase reporter, 24 h. Potency, µM (series often up to 9.22 µM), for the others: at the highest dose activation, hits mostly activators. hit rate 2.4% among 320,000. AID 485313;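 also: % of control where 0% means no effect; nearly all actives have a fitted effect of over 60% in size; reporter is driven by a mutant NPC1 promoter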
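Huh7 cells stably carrying NPC1 promoter–luciferase, plated in Opti-MEM with 10% FBS for 2 h, were exposed to compound in DMSO for 24 h at 37 °C; luciferase reagent was added for 10 min and luminescence read.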
FLuc modulator – inhibits or activates purified firefly luciferase, miR-21 counter-screen; P08659; Potency, µM (series often up to 57.5 µM), for the others: top-dose activity change, negative = inhibition, most hits filed as inhibitors; purified FLuc, Km substrates, luminescence inhibition; hit rate 6.9% among 360,000;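 also: plate controls were vehicle for no effect and reference inhibitor for full effect; nearly all actives have a fitted effect of over 55% in size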
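Purified P. pyralis luciferase, 10 nM final, with Km-level 10 uM D-luciferin and 10 uM ATP in 50 mM Tris acetate pH 7.5, 10 mM Mg acetate, 0.01% Tween-20, 0.05% BSA; 6-point qHTS titration about 60 µM downward; luminescence read.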
ELG1 genotox – genotoxicity induction in ELG1-luciferase HEK293T cells; HEK293T ELG1-luciferase reporter, luminescence, 16 h; Potency, µM (highest dose often 46 µM), without a hit: at the highest dose activity change, positive = activation, usual class: activators; hit rate 1.3% among 330,000; also: % of control where 0% means no effect; nearly all actives have a fitted effect of over 60% in size
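HEK293T cells expressing luciferase-tagged ELG1 were exposed to compound or DMSO vehicle for 16 hr at 37 °C and 5% CO2. Luciferase activity was then measured with ONE-Glo after 30 min at room temperature.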
An asterisk follows results filed as active; ? = inconclusive; / = not tested or not shown; & = joins results of further samples; [ ] = another dose, or the depositor's remark. Unless noted, calls follow the shape of the dose curve; as a rule, active = well fitted curve in the direction sought with a large enough effect; inconclusive = small, poorly fitted or top-dose-only effect, or another doubt; inactive = no such curve, though single readings can be large; an effect the other way counts as inactive or inconclusive. Potency is read from the fitted curve at half-maximal effect. A portion of the library. The share of hits here may be higher or lower than overall.

SMILES	BRCA1 expr act	uPA generation	Rab9 prom act	MBNL1 CUG block	RORg inh	MLL CXXC-DNA inh	p53 reactivation	VP16 counter	NPC1 promoter act	FLuc modulator	ELG1 genotox
COc1ccccc1NC(=S)N(Cc1cccnc1)Cc1ccco1	-6%	-4%	3%	-2%	?	6%	3%	0%	-4%	0%	0%
CCCC(=O)c1c(NC(C)C)cc(C)oc1=O	5%	/	-7%	-6%	25%	-7%	-3%	0%	2%	0%	5%
CN(Cc1cn(C)nc1-c1ccccc1F)C1CCOC1 (stereo not given)	15%	0%	-3%	-9%	2%	-4%	5%	3%	0%	0%	1%
COCCNC(=O)c1cc2c3ccccc3n(C)c2s1	-38%	6%	6%	-18%	7%	-1%	2%	1%	10%	-12%	2%
O=C(Nc1ccccc1)Nc1ccc2ccccc2n1	49%	2%	20%	3%	20%	36%[activator]	9%	4%	25%	2%	3%
O=C(N/C(=C/c1ccc(F)cc1)C(=O)N1CCOCC1)c1ccccc1	-10%	-6%	0%	-4%	/	-6%	/	/	7%	?	-2%
COc1ccc(-c2nn(-c3ccccc3)cc2C(=O)N(C)CC(=O)Nc2ccc(N3CCOCC3)cc2)cc1	-2%	-7%	-3%	/	/	/	0%	/	0%	-19%	13%
N/C(=N\OC(=O)c1cccs1)c1ccccc1	27%	-10%	?	/	19%	?	?	?	?	0.67µM*	?
CC1(C)CCCC2=C1CC1C(=O)N(N)C(=O)C1C2 (stereo not given)	7%	-1%	-1%	/	-1%	-1%	-1%	1%	-4%	2%	0%
C/C(=N\NC(=O)c1cccc(Cl)c1)c1cccc(NC(=O)C(C)C)c1	25%	-1%	-2%	11%	21%	-4%	-1%	-5%	-1%	?	-1%
CC(C)C(=O)Nc1ccc(S(=O)(=O)N2CCC(c3nc4ccccc4[nH]3)CC2)cc1	-24%	6%	-1%	/	/	/	-4%	/	-5%	10%	-4%
COc1cccc(OCC(O)CN(CCO)Cc2ccccc2)c1 (stereo not given)	-16%	7%	2%	-4%	9%	14%	-17%	-10%	1%	2%	0%
COc1ccc2c(c1)CC/C(=C\c1ccc(OC)c(Cn3cccn3)c1)C2=O	-30%	-4%	8%	?	3%	6%	6%	2%	-3%	13µM*	-22%
CN(C)c1ccc([N+](=O)[O-])cc1C(=O)NCC(c1ccco1)N(C)C (stereo not given)	-1%	2%	-1%	?	-12%	-14%	-2%	-9%	-4%	0%	1%
CC(C)(C)c1csc(NC(=O)C2=COCCO2)n1	?	-3%	2.5µM*	/	/	/	?	/	3.2µM*	9.5µM*	?
Cc1ccc(C(=O)NS(=O)(=O)c2ccc(N=NN(C)C)cc2)cc1	-5%	3%	-2%	-2%	8%	-8%	-1%	-4%	2%	?	-1%
CCOc1ccc(C(C)NC(=O)c2cccc(F)c2)cc1 (stereo not given)	-2%	-13%	1%	/	34%	2%	12%	-2%	-2%	-6%	-2%
COc1ccccc1N1CCN(/N=C(\C)c2ccccc2O)CC1	89%	11%	-6%	-6%	22%	-3%	-3%	5%	6%	-11%	0%
O=C(COC(=O)CNC(=O)c1ccccc1)Nc1nc(-c2ccccc2)cs1	6.3µM*	-10%	17%	1%	41%	2%	?	4%	1%	?	?
CCc1nc2sc3c(O)cc(=O)[nH]c3c2cc1C	25%	1%	-1%	-6%	2%	-2%	1%	-26%	0%	15µM*	-1%
O=C(COC(=O)C12CC3CC(CC(C3)C1)C2)N1CCN(S(=O)(=O)c2ccccc2)CC1	-2%	-1%	-3%	1%	0%	5%	5%	6%	1%	-1%	-4%
CCN(c1ccccc1)c1nc2ccsc2c(=O)s1	34%	-3%	1%	1%	27%	-4%	?	17%	8%	?	?
COc1ccc(S(=O)(=O)Nc2ccc(Oc3ccsc3C(=O)O)cc2)cc1	-15%	5%	-2%	-12%	5%	6%	-2%	2%	-7%	0%	-1%
CSc1ccc(CN(C)C(C)C(=O)NCC2CCCCC2)cc1 (stereo not given)	-13%	-3%	2%	-4%	2%	6%	0%	-21%	-3%	-1%	-3%
NCCc1nnc(SCc2ccccc2)o1	-17%	-1%	5%	-3%	11%	5%	-4%	1%	5%	1%	-1%
SMILES	BRCA1 expr act	uPA generation	Rab9 prom act	MBNL1 CUG block	RORg inh	MLL CXXC-DNA inh	p53 reactivation	VP16 counter	NPC1 promoter act	FLuc modulator	ELG1 genotox
CC(CN1CCOCC1)OC(=O)c1cccc(Cl)c1 (stereo not given)	1%	13%	4%	-11%	-41%	-5%	-25%	-15%	-6%	6%	5%
CC(C)c1ccccc1NC(=S)NC(C)c1ccccc1 (stereo not given)	-33%	-4%	-13%	/	?	7%	2%	?	-1%	2%	-2%
CCCCNS(=O)(=O)c1ccc2nc(-c3cccnc3)cc(C(=O)NCCOC)c2c1	-14%	-7%	0%	?	31%	1%	-2%	-4%	-1%	0%&-1%	-1%
O=C(Nc1nc(-c2ccco2)cs1)c1ccccc1	8.9µM*	-2%	?	-4%	43%	11%	?	10%	?	11µM*	?
CNC(=O)Cc1nc2ccccc2n1CC(=O)Nc1cc(C)cc(C)c1	0%	-16%	-3%	1%	10%	1%	0%	-6%	-4%	5%	9%
CSCCC(NS(=O)(=O)c1ccc(C)cc1)C(=O)N1CCCC1 (stereo not given)	9%	3%	2%	2%	?	2%	3%	3%	1%	2%	1%
CSCCC(NC(=O)c1ccco1)C(=O)N1CCN(C(c2ccccc2)c2ccccc2)CC1 (stereo not given)	-30%	-1%	1%	/	/	/	-14%	/	-6%	1%	-10%
O=C(Nc1ccccc1F)C1C2C=CC3(O2)C1C(=O)N(c1cccnc1)C3C(=O)NC1CCCCC1 (stereo not given)	0%	2%	2%	8%	12%	-1%	?	2%	1%	-3%	-1%
COc1ccc(-c2n(Cc3ccccc3)c3ccccc3[n+]2Cc2ccccc2)cc1	-58%	?	-50%[inhibitor]	7%	5.6µM*	5%	0%	5µM*	-31%[inhibitor]	-14%	-7%
O=C(CC1C(=O)NCCN1Cc1cccc(C(F)(F)F)c1)NC1CCOCC1 (stereo not given)	-2%	15%	3%	2%	-13%	12%	24%	-1%	2%	2%	4%
Cc1ccc(SCC(=O)NC2CCS(=O)(=O)C2)cc1C (stereo not given)	-4%	-4%	1%	/	/	/	2%	/	-2%	-1%	-1%
COc1cc(OC)cc(C(=O)NC2CCN(CCCOc3ccccc3)CC2)c1	2%	-16%	3%	16%	6%	2%	-16%	0%	-1%	1%	0%
Cc1nn(CC(=O)NNC(=O)c2cccc(Br)c2)c(C)c1[N+](=O)[O-]	-16%	14%	5%	-11%	-8%	6%	-20%	1%	1%	6%	0%
Cc1cccc(C)c1NC(=O)CNC(=O)C(C)N1CCCCC1 (stereo not given)	-14%	2%	-2%	/	/	/	-1%	/	0%	4%	-1%
Cc1cccc(C)c1NC(=O)CN(C)C(=O)c1cc(S(=O)(=O)N(C)C)ccc1N1CCCC1	-14%	?	0%	/	/	/	6%	/	-1%	0%	-3%
Cn1cc(S(=O)(=O)NCc2ccc(F)cc2)c(=O)n(C)c1=O	-12%	-7%	15%	-6%	-11%	34%[activator]	2%	-2%	-5%	7%	1%
COc1ccccc1Cc1nc2ccccc2n1S(=O)(=O)c1ccc(Cl)cc1	24%	5%	-1%	-3%	-11%	-7%	-6%	25%	-1%	-6%	-1%
O=C(CSc1nnc(-c2ccncc2)o1)NC1CCCCC1	13%	-10%	-14%	2%	-1%	-5%	0%	-2%	-7%	0%	0%
O=C1CC(c2cccs2)c2cc3c(cc2N1)OCO3 (stereo not given)	-14%	/	1%	4%	19%	3%	1%	0%	-5%	-7%	0%
C1CCCCCC(NCCN2CCNCC2)CCCCC1	-27%	8%	-4%	-8%	-29%	-7%	4%	-9%	0%	-2%	3%
Brc1ccc(-c2csc(N3CCC(c4ccccc4)C3)n2)cc1 (stereo not given)	89%	/	?	6%	-11%	3%	16%	?	?	6µM*	8%
O=C(Nc1ccc(Br)cn1)c1ccc(Cl)s1	?	0%	1µM*	5%	18%	72%[activator]	?	?	0.89µM*	4.3µM*	3.3µM*
COc1ccc(NC(=O)CN(C)C(=O)c2oc3ccccc3c2C)cc1	-30%	-1%	1%	6%	21%	-5%	-1%	-3%	-1%	2%	0%
c1ccc2c3c([nH]c2c1)-c1[nH]ncc1CC3	10%	-12%	?	-5%	20%	2%	8%	26%	19%	?	-1%

Source: PubChem (National Center for Advancing Translational Sciences (NCATS))
